# Assay outcomes from PubChem BioAssay.
# KKLEB tox – CF airway cell cytotoxicity counter-screen | activity change (cytotoxicity), % at 5 µM | AID 602141 | 360,000 tested, 0.36% active | KKLEB CF airway cells viability, ATPlite luminescence, overnight; active compounds read low; cells stimulated with P. aeruginosa culture filtrate;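 active means corrected activity change at or below -50% at 5 µM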
# Shn3 inh set2 – reduces Shn3 3'UTR luciferase signal in osteoblasts | AID 588674 | 360,000 tested, 0.52% active | inhibition, % at 12.5 µM | Clone20 osteoblast Shn3 3'UTR firefly luciferase, 24 h;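 active means mean inhibition of at least 75% with every replicate also reaching 75%; inconclusive means mean inhibition at least 75% but some replicate below; inactive means mean inhibition below 75%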;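 further: 0% = median of neutral control wells and 100% = pilot-screen positive control compound; some compounds past the cut are filed as inactive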
# NR2E3 ag-1 – agonists of human NR2E3 nuclear receptor; CHO-S Gal4-NCOR/VP16-NR2E3 two-hybrid, luciferase; inhibition of corepressor binding, % at 3.98 µM; 360,000 tested, 0.35% active; AID 602229;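 active means inhibition above the mean of all tested compounds plus 3 SD, cut at about 70% in these data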;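 further: 0% = DMSO with NR2E3 transfected cells and 100% = cells lacking NR2E3 construct; higher means lower luciferase signal from less NR2E3 corepressor binding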
# Target sequence (Q9Y5X4 whole entry, looked up, the tested form may be a part): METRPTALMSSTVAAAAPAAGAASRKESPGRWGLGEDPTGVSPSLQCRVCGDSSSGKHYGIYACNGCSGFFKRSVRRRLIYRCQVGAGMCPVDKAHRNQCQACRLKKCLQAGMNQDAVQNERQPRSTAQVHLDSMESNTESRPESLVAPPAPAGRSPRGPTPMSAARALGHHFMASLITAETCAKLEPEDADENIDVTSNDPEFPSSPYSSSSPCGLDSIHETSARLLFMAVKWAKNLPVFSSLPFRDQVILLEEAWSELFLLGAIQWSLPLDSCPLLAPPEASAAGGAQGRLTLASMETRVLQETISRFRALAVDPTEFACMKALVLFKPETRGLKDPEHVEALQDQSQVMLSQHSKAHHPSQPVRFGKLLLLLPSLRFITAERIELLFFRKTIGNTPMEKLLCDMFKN
# LMP1 NFkB inh – reduces LMP1-driven NF-kappaB luciferase signal; 350,000 tested, 0.69% active; inhibition, % at 12.5 µM; LMP1-induced NF-kappaB luciferase reporter cells, luminescence; in the data active means inhibition above about 41%; inconclusive means no clear call, values can overlap the other calls;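 further: 0% = neutral control wells and 100% = reference inhibitor control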
# C8 TRAIL sens – caspase-8 TRAIL sensitization | NB7+C8 cells + TRAIL, ATPlite viability luminescence | inhibition (viability loss, TRAIL sensitization), % at 10 µM | 360,000 tested, 1% active;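 active means compounds causing at least 50% loss of cell viability in the single-dose screen, relative to plate controls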
# CF NFkB inh – inhibitors of cystic fibrosis induced NF-kB; KKLEB NF-kB-GFP reporter, PAF-induced, GFP fluorescence overnight; inhibition, % at 5 µM; 360,000 tested, 0.86% active; AID 588850;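 active means at least 50% inhibition at 5 µM, scaled per plate between neutral and stimulator controls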;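 further: PAF is a Pseudomonas aeruginosa culture filtrate used as stimulus; plate controls were PAF-stimulated DMSO wells for no effect and unstimulated DMSO wells for full effect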
# hiPSC survival – enhancers of human iPSC single-cell survival | 360,000 tested, 0.044% active | hiPSC single-cell survival, ATPlite luminescence; 100% = ROCK inhibitor wells, 0% = DMSO | AID 602274 | survival enhancement, % at 20 µM; in the data active means survival enhancement above about 18%;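 further: cells exposed to compounds for 16 hours before the ATP read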
# NR2E3 ag-2 – activates human photoreceptor nuclear receptor NR2E3. Q9Y5X4. GST-NR2E3/biotin-RetCOR TR-FRET, 1536-well. inhibition of corepressor binding, % at 4.78 µM. 320,000 tested, 0.12% active. AID 2300;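 active means percent inhibition above the cutoff of mean plus 3 SD of all tested compounds, set per screening campaign, cut at about 20% in these data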;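 further: 0% = DMSO wells and 100% = biotin wells as full block of FRET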
#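 Test system: GST-NR2E3 and biotin-RetCOR proteins | Quantity: 1.35 nM GST-tagged NR2E3 final | Medium: Tris pH 7.5 | Also added: 7 nM biotin-RetCOR | Dosing: Compound at 4.8 µM, single dose | Timing: 5 h at 4 °C | Detection: Time-resolved FRET | Read-out basis: Percent inhibition | Benchmarks: Biotin wells as high control, 0.6% DMSO wells as low control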
# HIF-2a block – inhibitors of HIF-2a. 786-0 RCC cells HIF-2a reporter, luciferase luminescence, overnight. inhibition, % at 18.8 µM. 360,000 tested, 0.72% active. AID 624352;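 active means inhibition of the luminescence signal of 40% or more relative to plate controls, in a single-dose primary screen at 18.75 µM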
# Peg3 promoter – inhibitors of Peg3 promoter. HeLa PEG-Prom luciferase reporter, luminescence, overnight. inhibition, % at 20 µM. 360,000 tested, 1.7% active;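 active means inhibition of at least 50% at 20 µM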
# MITF TRPM1 inh – MITF TRPM1 promoter inhibition in SK-MEL-5 cells | SK-MEL-5 TRPM1 promoter luciferase, 24 h | inhibition, % at 12.5 µM | 330,000 tested, 0.83% active | AID 488899;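 active means mean inhibition across replicates of 60% or more, whatever share of single replicates reaches that level; inconclusive means some that reach 60%, reason not given; inactive means mean inhibition across replicates below 60%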; further: values of inactives mirror those of a sister screen read the other way
# Active calls of the source: *; ? = inconclusive; · = not tested or not shown. An excerpt. The share of hits here may be higher or lower than overall.
SMILES,KKLEB tox,Shn3 inh set2,NR2E3 ag-1,LMP1 NFkB inh,C8 TRAIL sens,CF NFkB inh,hiPSC survival,NR2E3 ag-2,HIF-2a block,Peg3 promoter,MITF TRPM1 inh
COc1ccc(Cl)cc1NC(=O)CSc1nc2sccc2c(=O)[nH]1,5,21,10,6,-2,-11,0.5,2,26,27,5
CCN(CC(=O)Nc1c(F)cccc1F)C(=O)CCCSc1nc2ccccc2[nH]1,14,2,-18,4,-6,-11,0.8,·,8,11,·
CS(=O)(=O)N1CCc2cc(-c3csc(NCC4CCCO4)n3)ccc21 (centres undefined),7,32,9,-19,-12,-5,0.7,7,-16,-5,1
Cc1ccc(NC(=O)NC2CCCCC2)cc1Cl,6,-108,-95,-6,30,20,-2.6,-4,-215,-199,-81
COc1ccc(OC)c(NC(=O)C2CCN(S(=O)(=O)c3ccc4c(c3)OCCO4)CC2)c1,-13,5,-10,-8,-12,20,-0.4,-2,22,6,19
O=C(c1ccco1)N1CCN(Cc2cc(=O)c(OCc3ccc([N+](=O)[O-])cc3)co2)CC1,-13,-1,-43,-1,8,-4,0.0,0,7,2,3
CC(COc1cccc2ccccc12)CN1CCN(C)CC1 (centres undefined),-20,-1,11,4,14,24,1.2,2,-35,5,-17
CCOC(=O)/C(C#N)=C1/C=CN(C)C=N1,-26,-16,2,-5,4,-1,0.6,2,-1,1,2
Cc1ccc(NC(=O)CCNS(=O)(=O)c2ccc3c(c2)c(=O)n(C)c(=O)n3C)cc1C,-4,-9,-3,2,-5,-9,0.3,2,20,12,-3
O=C(NCc1ccccc1Cl)C1CCCN1C(=O)NC1CCCCC1 (centres undefined),-1,1,-16,0,-8,-4,-0.6,·,13,12,-7
CCOc1cnc(-c2ccc(Cl)cc2)o1,0,-71,-9,-16,7,11,-0.3,1,-104,-123,-62
O=C(CCNS(=O)(=O)c1cccc2nsnc12)NCc1ccccc1,10,-10,-4,-5,1,-22,-0.1,-1,10,9,11
COC(=O)CSc1nc(N)c(C#N)c(-c2ccco2)c1C#N,-1,-12,-22,0,2,-8,1.7,3,11,-2,-9
O=[N+]([O-])c1ccc(OCCO)c(P(=O)(c2ccccc2)c2ccccc2)c1,-3,3,18,-10,12,20,1.5,-2,12,7,8
C=C(C)c1nc(Oc2ccccc2)nc(Oc2ccccc2)n1,1,36,12,-2,55*,6,-2.3,·,11,106*,?
COc1ccc(N2C(=O)CC(N(Cc3ccco3)C(=O)CCC(=O)O)C2=O)cc1 (centres undefined),-2,4,6,3,-8,4,-0.6,6,20,0,11
COc1cccc(OC)c1C(=O)Nc1ccc([N+](=O)[O-])cn1,11,-21,11,-20,11,-6,-1.4,-2,6,4,8
N#Cc1ccccc1Sc1ccccc1C(=O)Nc1ccc(Br)cc1,-6,7,-12,-4,-5,5,-0.7,2,28,15,11
Cc1ccccc1CSc1ncc(C#N)c(N)n1,-24,-15,-17,-32,-16,10,-0.9,-1,-40,-8,-3
COc1cc(NS(=O)(=O)c2cc3c(cc2C)NC(=O)CO3)cc(OC)c1,5,6,13,-2,-8,3,-2.4,3,-1,14,·
Cc1ccc([N+](=O)[O-])cc1NC(=S)NC(=O)c1cccnc1,-5,-22,-2,-3,-1,-1,0.6,3,-9,-2,-3
c1ccc2cc(-c3csnn3)ccc2c1,0,-31,-8,-7,-5,1,0.3,3,-164,-139,-20
CC(=O)Nc1ccc(NC(=O)CN(C)S(=O)(=O)c2ccc3ccccc3c2)cc1,-3,11,-18,-3,2,-14,-0.4,0,10,8,4
CC1(C)O[C@@H]2[C@H](O1)[C@@H](CO)O[C@H]2n1cnc2c(=O)[nH]cnc21,-12,5,3,-5,-2,-3,4.1,-2,10,32,3
Cc1sc2ncnc(NS(=O)(=O)c3ccc(Cl)cc3)c2c1C,8,-10,0,-6,1,-4,0.4,·,13,12,1
COc1ccccc1/C=N/Nc1nc(C)cc(C)n1,12,·,5,-4,17,-27,-0.1,-5,-97,-6,-13
Cc1cc(NC(=O)CSc2nnc(C3CC3)n2N)no1,1,-28,20,3,-10,6,-0.8,-1,-10,2,4
CCN(CC)CCn1c(=N)n(CC(O)COc2cccc(C)c2)c2ccccc21 (centres undefined),-18,82,-7,-15,6,-2,-1.4,-1,18,58*,4
COC(=O)c1ccc2c(c1)sc(=NC(=O)CCS(=O)(=O)c1ccccc1)n2C,-5,12,-17,-9,0,-10,-0.3,-2,-4,28,-2
Cc1cc(C)n(CC(=O)Nc2ccc([N+](=O)[O-])cc2)n1,-4,-12,-15,1,4,11,-0.3,0,12,9,-10
O=C(CCCCCN1C(=O)c2cccc([N+](=O)[O-])c2C1=O)Nc1ccccc1F,-9,-10,-8,0,-16,4,0.0,5,11,4,11
CCOc1ccc(CC(=O)N/N=C/c2cccnc2)cc1OCC,-14,-6,-5,-1,-5,14,1.1,-1,6,-4,4
CC1CN(C(=O)CS(=O)(=O)Cc2ccccc2)CC(C)O1 (centres undefined),-14,-10,-3,1,-29,-8,0.0,-4,10,5,4
COc1ccc(C(=O)OC(C)C(=O)NC(C)CCc2ccccc2)cc1OC (centres undefined),-6,-17,-25,6,-1,-2,-0.3,-2,14,6,5
COc1ccc(-n2c(=S)[nH]c3ccccc32)cc1,-6,-54,-29,0,-6,16,-1.5,2,2,-2,-5
CCC(=O)Nc1c(-c2ccccc2)c(=O)c2ccccc2n1C,-21,14,-6,2,-10,11,0.8,0,10,13,12
Cc1ccc(-c2nc(CS(=O)(=O)CC(=O)NC3CCCCCC3)c(C)o2)cc1,4,-7,23,4,19,-8,0.6,3,-7,13,-11
O=C(CSc1nc(=O)n2ccccc2n1)N1CCC(Cc2ccccc2)CC1,-6,19,-12,3,7,8,-0.3,-4,4,1,-1
N#C/C(C(=O)N1CCOCC1)=C1/SC(Cc2ccccc2)C(=O)N1c1ccccc1 (centres undefined),6,4,-9,0,-15,13,0.5,0,5,13,-7
CC(C)c1nnc(NC(=O)C2CCCN2S(=O)(=O)c2ccc(Cl)cc2)s1 (centres undefined),2,16,-3,-3,11,0,2.1,-3,23,8,-15

# Three entries already listed, ordered by the number in CF NFkB inh, lowest first.
structure | CF NFkB inh
COC(=O)c1ccc2c(c1)sc(=NC(=O)CCS(=O)(=O)c1ccccc1)n2C | -10
CC1CN(C(=O)CS(=O)(=O)Cc2ccccc2)CC(C)O1 (centres undefined) | -8
O=C(CCCCCN1C(=O)c2cccc([N+](=O)[O-])c2C1=O)Nc1ccccc1F | 4

# Continued:
SMILES,KKLEB tox,Shn3 inh set2,NR2E3 ag-1,LMP1 NFkB inh,C8 TRAIL sens,CF NFkB inh,hiPSC survival,NR2E3 ag-2,HIF-2a block,Peg3 promoter,MITF TRPM1 inh
O=C(CCc1ccccc1Cl)Nc1cc2c(cc1C(=O)O)OCCCO2,-6,10,-55,-2,12,-5,-0.2,1,4,0,7
CCOc1ccc(NC(=S)NNC(=O)c2cc(Br)ccc2Cl)cc1,-16,11,-13,-6,0,2,0.4,9,-4,9,12
COC(=O)c1ccccc1NS(=O)(=O)c1ccc(O)c(C(=O)O)c1,-3,2,-16,-9,1,1,2.0,2,14,7,1
CCc1ccccc1OCC(=O)NNCC(=O)Nc1cccc(C#N)c1,13,4,-22,-1,-3,-13,-0.6,4,4,14,-8
Cc1nc2c(c3c1[nH]c1ccccc13)C(=O)CC(C)(C)C2,-4,16,-1,-14,0,5,2.5,4,12,25,1
O=C(NCc1cccc(Cl)c1)c1ccc(-c2ccc(F)c(F)c2)c2ccoc12,2,0,-29,·,13,-12,0.4,·,7,-7,·
CCC(C)N(C(=O)CSc1ccc(NC(C)=O)cc1)C1CCS(=O)(=O)C1 (centres undefined),-4,3,-32,8,-6,-5,0.9,-4,11,-3,13
COC(=O)c1cccc(S(=O)(=O)N(Cc2ccco2)Cc2cc3cc(OC)ccc3[nH]c2=O)c1,-12,29,10,6,16,10,14,1,13,33,11
CC(C)(C)c1cc(/C=N/NC(=O)C[n+]2ccccc2)cc(C(C)(C)C)c1O,11,4,-10,-1,-1,-5,0.0,5,20,11,-7
CCN(CCC(=O)O)c1ccccc1,1,-8,-32,14,-8,-6,13,1,17,15,-2
COc1ccc(CCNC(=O)c2noc(C)c2[N+](=O)[O-])cc1OC,-10,-13,3,2,-8,1,-0.4,0,11,1,4
COc1ccc(C(C)(O)c2nc(-c3cncnc3)cs2)cc1 (centres undefined),-1,11,-37,·,-9,-3,2.3,·,15,-8,·
O=C(CCCl)Nc1nnc(SCC(=O)NC2CCCC2)s1,-3,5,21,13,13,7,-0.5,5,1,-216,7
CCCCCCCCC[n+]1cccc2c3ccccc3ccc21,-30,89*,82*,48*,62*,24,-1.2,4,-45,113*,93*

# Reformatted as labelled records: 4 of the compounds above.
COc1ccc(CCNC(=O)c2noc(C)c2[N+](=O)[O-])cc1OC
- KKLEB tox: -10
- Shn3 inh set2: -13
- NR2E3 ag-1: 3
- LMP1 NFkB inh: 2
- C8 TRAIL sens: -8
- CF NFkB inh: 1
- hiPSC survival: -0.4
- NR2E3 ag-2: 0
- HIF-2a block: 11
- Peg3 promoter: 1
- MITF TRPM1 inh: 4
COc1ccc(C(C)(O)c2nc(-c3cncnc3)cs2)cc1 (centres undefined)
- KKLEB tox: -1
- Shn3 inh set2: 11
- NR2E3 ag-1: -37
- LMP1 NFkB inh: ·
- C8 TRAIL sens: -9
- CF NFkB inh: -3
- hiPSC survival: 2.3
- NR2E3 ag-2: ·
- HIF-2a block: 15
- Peg3 promoter: -8
- MITF TRPM1 inh: ·
O=C(CCCl)Nc1nnc(SCC(=O)NC2CCCC2)s1
- KKLEB tox: -3
- Shn3 inh set2: 5
- NR2E3 ag-1: 21
- LMP1 NFkB inh: 13
- C8 TRAIL sens: 13
- CF NFkB inh: 7
- hiPSC survival: -0.5
- NR2E3 ag-2: 5
- HIF-2a block: 1
- Peg3 promoter: -216
- MITF TRPM1 inh: 7
CCCCCCCCC[n+]1cccc2c3ccccc3ccc21
- KKLEB tox: -30
- Shn3 inh set2: 89*
- NR2E3 ag-1: 82*
- LMP1 NFkB inh: 48*
- C8 TRAIL sens: 62*
- CF NFkB inh: 24
- hiPSC survival: -1.2
- NR2E3 ag-2: 4
- HIF-2a block: -45
- Peg3 promoter: 113*
- MITF TRPM1 inh: 93*
